Texas Red fluor: compound fluoresces in the Texas Red spectral region; max dye-equivalent concentration, M; AID 587; 59,000 tested, 0.06% active; Compound fluorescence, Texas Red channel, 547/618 nm; stronger effect = higher value; in the data active = max dye-equivalent concentration above about 10 nM; inconclusive = between about 1.1 nM and that limit
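Compound titrations in 100 mM Tris pH 8.0 were incubated 15 min at room temperature and read at 547 nm excitation / 618 nm emission. Texas Red six-point standard curve on each plate converted fluorescence to dye-equivalent concentration.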
4MU fluor: 4-MU region autofluorescence; compound autofluorescence, 340/450 nm, 4-MU equivalents; stronger effect = higher value; max dye-equivalent concentration, M; 59,000 tested, 11% active; in the data active = max dye-equivalent concentration above about 10 nM; inconclusive = mostly about 1.1 nM to 9.6 nM
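Compounds in 100 mM Tris, pH 8.0, sat 15 min at room temperature before fluorescence was read at 340 nm excitation/450 nm emission; a per-plate six-point 4-MU standard curve converted signals to dye-equivalent concentration at each compound concentration.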
Epigenetic mod: epigenetic GFP locus derepression in mouse cells; mouse C127i GFP locus derepression, cytometry, 30 h; Potency, µM (doses to about 46.1 µM), for the others: at the highest dose GFP derepression (activation); 68,000 tested, 0.09% active; also: % of control where 0% means no effect
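Locus derepression in mouse mammary C127i cells whose integrated CMV-GFP reporter is normally silent; GFP expression after 30 h compound treatment was quantified by counting fluorescent cells.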
HBB splice mod: alters splicing of the hemoglobin beta chain. Potency, µM (doses to about 46.1 µM), without a hit: at the highest dose activation, hits mostly activators. HBB splicing reporter cell assay, activation; EGFP reporter with mutant IVS2-654 intron; response scale: normalised to 500 nM splice-correcting PNA. 65,000 tested, 0.06% active. AID 925; also: potency is read from the fitted curve at half-maximal effect; 0% is about no effect
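Compounds were applied for 2 days to HeLa EGFP-654 cells, 500/well in Optimem with 2% FCS. The reporter's EGFP is disrupted by mis-splicing of beta-globin intron IVS2-654. Readout: summed well GFP fluorescence from 488 nm laser scanning; reference was 500 nM antisense […] 654 PNA.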
UbGFP stabilizer: proteasome inhibitors stabilizing ubiquitin-GFP reporter. Ubiquitin-GFP reporter cells, proteasome inhibition, GFP fluorescence; response scale: untreated = 0%, 10 µM MG-132 = 100%. Potency, µM (titrated, usually from 45.9 µM), for the others: at the highest dose activation (GFP accumulation), most hits filed as activators. 67,000 tested, under 10 active; active = well fitted activation curve with a large enough effect, not every such curve was filed as active; inconclusive = small, poorly fitted or top-dose-only effect, or another doubt; inactive = no such curve, though single readings can be large or run the other way; also: potency is read from the fitted curve at half-maximal effect
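U2OS cells expressing ubiquitin(G76V)-GFP, seeded overnight in 0.5% FBS medium, then treated 4 hr at 37 C across 46 uM to 2.9 nM. GFP-positive cells counted by laser cytometry (488 ex/515 em); %activity scaled between basal and 10 uM MG-132.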
A350 fluor: A350 region autofluorescence. Compound autofluorescence, 340/450 nm, Alexa 350 dye-equivalents; stronger effect = higher value. max dye-equivalent concentration, M. 59,000 tested, 11% active. AID 590; in the data active = max dye-equivalent concentration above about 10 nM; inconclusive = mostly about 1.1 nM to 9.6 nM
Fluorescein autfl: fluorescein region autofluorescence; AID 593; 59,000 tested, 0.91% active; Compound autofluorescence, 480/540 nm, fluorescein-equivalent; stronger effect = higher value; max fluorescein-equivalent concentration, M; in the data active = max fluorescein-equivalent concentration above about 10 nM; inconclusive = between about 1.1 nM and that limit
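Spectral profiling of library compounds in the fluorescein window (480 nm excitation, 540 nm emission) after 15 min at room temperature in pH 8.0 Tris (100 mM). Values are dye-equivalent concentrations.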
FLuc inh: firefly luciferase inhibition; P08659; purified firefly luciferase, luminescence, 8 min; Potency, µM (series often up to 57.1 µM), without a hit: at the highest dose activity change, negative = inhibition, actives largely listed as inhibitors; 72,000 tested, 2.2% active; also: potency is read from the fitted curve at half-maximal effect; % is scaled to controls: 0 for no effect and ±100 for the full control effect; nearly all actives have a fitted effect of over 40% in size
Target sequence (P08659 whole entry, looked up): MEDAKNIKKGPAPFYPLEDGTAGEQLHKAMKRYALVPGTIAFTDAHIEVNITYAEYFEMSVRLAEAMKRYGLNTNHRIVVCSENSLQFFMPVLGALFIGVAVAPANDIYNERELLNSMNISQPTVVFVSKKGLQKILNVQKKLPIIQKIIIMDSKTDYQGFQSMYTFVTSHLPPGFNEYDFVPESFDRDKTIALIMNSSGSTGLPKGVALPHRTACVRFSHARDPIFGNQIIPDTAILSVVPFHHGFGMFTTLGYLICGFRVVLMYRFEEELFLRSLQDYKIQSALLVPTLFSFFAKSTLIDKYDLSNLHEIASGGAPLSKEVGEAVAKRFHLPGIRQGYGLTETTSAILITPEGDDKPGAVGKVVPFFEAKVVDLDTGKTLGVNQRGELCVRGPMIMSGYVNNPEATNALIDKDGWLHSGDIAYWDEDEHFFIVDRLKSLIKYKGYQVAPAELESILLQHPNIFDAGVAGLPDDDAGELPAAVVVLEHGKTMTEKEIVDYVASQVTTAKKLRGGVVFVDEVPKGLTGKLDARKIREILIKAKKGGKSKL
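Firefly luciferase (PKLight detection mix) with 10 uM ATP in pH 7.2 imidazole buffer (KCl, MgCl2, Tween 20, BSA). Compounds tested across a concentration series (qHTS). Luminescence read after 8 min at ambient temperature.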
CRE-bla Fsk: CRE-bla signaling modulation under forskolin stimulation; CHO CRE-bla reporter (cAMP response element driving beta-lactamase), forskolin EC10, beta-lactamase ratio; Potency, µM (highest dose often 38.2 µM), for the others: at the highest dose activity change, negative = inhibition, most hits filed as activators; 71,000 tested, 2.5% active; AID 662; active = well fitted activation curve with a large enough effect in the signal ratio, with a control signal flat, not every such curve was filed as active; inconclusive = small, poorly fitted or top-dose-only effect, or effect the other way, or a change in a side signal; the % refers to the signal ratio; also: potency is read from the fitted curve at half-maximal effect; % of control where 0% means no effect
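Modulation of forskolin signalling: compounds in titration series added with EC10 NKH 477 to CHO cells carrying a CRE-driven beta-lactamase reporter, 3 h, 37C. CCF4 FRET ratio (460/530 nm, ex 405 nm) gives %activity and AC50.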
Hsp90 Hop PPI: changes Hsp90-Hop TPR2A binding signal, up or down; AlphaScreen TPR2A-His6 binding biotin-Hsp90 C-terminal peptide; Potency, µM (doses to about 57 µM), for the others: at the top dose activity change, negative = inhibition; 71,000 tested, 0.44% active; AID 595; active = well fitted curve in either direction with a large enough effect; inconclusive = small, poorly fitted or top-dose-only effect, or another doubt; also: potency is read from the fitted curve at half-maximal effect; % is scaled to controls: 0 for no effect and ±100 for the full control effect; many of its hits are not listed in these tables
ERK AVP inh: inhibitors of vasopressin-stimulated ERK signaling pathway; HEK293-V1b, vasopressin-stimulated pERK AlphaScreen; Potency, µM (series often up to 57.5 µM), for inactives: at the top dose activity, negative = inhibition, most hits filed as inhibitors; 72,000 tested, 0.99% active; also: potency is read from the fitted curve at half-maximal effect; % is scaled to controls: 0 for no effect and ±100 for the full control effect; nearly all actives have a fitted effect of over 55% in size
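HEK293 cells stably expressing V1b receptor, preincubated 30 min at 37 °C with compound, then stimulated 5 min with 25 nM vasopressin. Phospho-ERK by AlphaScreen SureFire after 5 h RT; normalized to DMSO and vasopressin; AC50 by Hill fit.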
An asterisk follows results filed as active; i = inactive; ? = inconclusive; . = no result given; & = joins results of further samples; [ ] = another dose, or the depositor's remark. Unless noted, calls follow the shape of the dose curve; as a rule, active = well fitted curve in the direction sought with a large enough effect; inconclusive = small, poorly fitted or top-dose-only effect, or another doubt; inactive = no such curve, though single readings can be large; an effect the other way counts as inactive or inconclusive. Only part of the results is shown, so the mix of outcomes need not match the whole.

SMILES	Texas Red fluor	4MU fluor	Epigenetic mod	HBB splice mod	UbGFP stabilizer	A350 fluor	Fluorescein autfl	FLuc inh	CRE-bla Fsk	Hsp90 Hop PPI	ERK AVP inh
C=CCn1c(COC)nnc1SCC(=O)c1ccc(F)cc1	i	i	0%	1.2%	-1%	i	i	0%	-5%	-5%	1%
Cc1ccc(C(c2nnnn2CCc2ccccc2)N2CCSCC2)cc1 (stereo unspecified)	i	i	0%	.	5%	i	i	2%	-1%	5%	0%
CC(C)Oc1ccc(-c2cc(=O)[nH]c(=O)[nH]2)cc1	.	.	2%	-1.9%	-1%	.	.	?	5%	-3%	-20%
CCOC(=O)Cc1csc(SCC(=O)Nc2cccc(C#N)c2)n1	i	i	-1%	1.4%	-7%	i	?	-1%	5%	1%	-5%
O=C1c2ccccc2C(=O)N1CCCn1c(=O)oc2ccccc21	?	i	-3%	-0.3%	-1%	i	i	-9%	6%	-1%	-24%
CN(C)Cc1cc(CCNC(=O)c2ccc(Cl)cc2)ccc1O	i	i	-1%	-0.7%	2%	i	?	-28%	-18%	-4%	15%
O=C(CN1C(=O)COc2ccccc21)N(Cc1cccnc1)Cc1ccccc1F	i	i	6%	-0.1%[57.5 µM]	0%	i	i	-2%	-3%	-2%	-16%
CC1CCCC(NC2CCCCNC2=O)C1 (stereo unspecified)	.	.	-2%	-0.9%[0.0738 µM]	0%[9.17 µM]	.	.	-2%	?	-8%[11 µM]	-5%
Cc1nc(N2CCC3(CC2)OCCO3)c2nnn(Cc3ccccc3F)c2n1	?	i	-4%	.	-2%	i	i	-7%	?	11%	?
O=C(O)CCC(=O)c1ccc[nH]1	i	i	-6%[9.22 µM]	-2.6%[9.22 µM]	-1%[9.17 µM]	i	i	-1%[11.4 µM]	-3%[7.6 µM]	-1%[11 µM]	2%[11.5 µM]
COc1cc(C2=NOC(C(=O)NCc3ccc(F)cc3)C2)cc(OC)c1OC (stereo unspecified)	i	i	-2%	0.1%	-3%	i	i	1%	?	-1%	2%
CCOC(=O)C1CCN(C/C=C/c2ccccc2OC)CC1	i	i	11%	-0.3%	9%	i	i	5%	4%	-4%	-30%
c1ccc(SCCc2ccncc2)cc1	i	i	-1%[9.22 µM]	0.9%[9.22 µM]	3%[9.17 µM]	i	i	-3%[11.4 µM]	10%[7.6 µM]	-3%[11 µM]	2%[11.5 µM]
OC1(c2ccc(Cl)cc2)CCN(Cc2c[nH]c3ccccc23)CC1	?	i	0%&-1%	1.1%	7%&-7%	i	i	2%&-2%	?	-2%&-2%	12%
Cn1c(=O)c(=O)n(C)c2cc(S(=O)(=O)Nc3ccc4c(c3)OCCO4)ccc21	i	i	4%	-0.7%	-15%	i	i	-8%	-19%	-1%	-1%
COC(=O)c1sccc1NC(=O)c1ccco1	i	i	-2%	-0.3%	0%	i	i	-1%	13µM*	-1%	?
COCCNC(=O)C(C)OC(=O)c1nsc(Cl)c1Cl (stereo unspecified)	?	i	-1%	-2.4%	3%	i	?	0%	3%	-4%	0%
c1cc(-c2noc(CCC3CCCC3)n2)ccn1	i	i	-3%	1.1%	-6%	i	?	-1%	13%	5%	14%
Cc1nn(C)c(C)c1S(=O)(=O)N(CC(=O)Nc1ccc2c(c1)OCO2)c1ccc(C(C)C)cc1	.	.	-3%	-0.3%	21%	.	.	1%	5%	-3%	-10%
CC(C)Cn1c(N)c(C(=O)COC(=O)C2=COCCO2)c(=O)n(C)c1=O	i	i	-3%	-0.3%[57.5 µM]	-4%	i	?	-1%	-5%	-1%	19%

Carrying on.
SMILES	Texas Red fluor	4MU fluor	Epigenetic mod	HBB splice mod	UbGFP stabilizer	A350 fluor	Fluorescein autfl	FLuc inh	CRE-bla Fsk	Hsp90 Hop PPI	ERK AVP inh
CNc1ncnc2ccc(-c3ccccc3CN(C)C)cc12	i	i	-1%[9.22 µM]	0.0%	2%	i	?	1%[2.29 µM]	?	-3%	-25%
CCOC(=O)C1CCN(C(=O)COc2ccc(N(C)S(=O)(=O)c3cccs3)cc2)CC1	?	i	-3%	-0.3%[57.5 µM]	-1%	i	i	1%	11%	0%	13%
COc1ccc(-c2csc(N3CCC(C(N)=O)(N4CCCCC4)CC3)n2)cc1	i	i	-3%	1.1%	3%	i	i	1%	?	-11%	25µM*
CC(=O)N[C@@H](CC(=O)O)C(=O)N[C@@H](CCC(=O)O)C(=O)O	i	i	0%	1.1%[20.6 µM]	4%	i	i	2%	-4%	2%	17%
CC1(C)CN=C(N2CCN(c3ncnc4sc5c(c34)CCCC5)CC2)S1	.	.	0%	-0.5%[0.0738 µM]	5%[9.17 µM]	.	.	1%	?	-5%[11 µM]	-20%
COc1ncc2nc(-c3ccc(F)cc3)c(=O)n(C)c2n1	i	?	0%[9.22 µM]	-0.8%	4%	?	?	1%[11.4 µM]	?	1%	4%
O=C(N1CCOCC1)N1CCN(c2ccccn2)CC1	?	i	0%	1.9%	-17%	i	?	0%	10%	-9%	-2%
CCc1c(C)n([O-])c2c([n+]1=O)CCC2	.	.	-4%	1.8%[9.22 µM]	-3%	.	.	2%	-2%	1%	10%
COc1ccc(Cl)cc1N1C(=O)C2CCCN2C1c1sccc1C (stereo unspecified)	i	i	0%	-2.2%	2%	i	i	1%	-18%	2%	8%
COc1ccc(C(=O)Nc2cccc(C(C)=O)c2)cc1S(=O)(=O)N1CCOCC1	.	.	0%	-1.4%[0.0738 µM]	-11%[9.17 µM]	.	.	1%	?	-3%[11 µM]	?
CCn1c(SCC(=O)Nc2ccc3c(c2)OCO3)nc2c(c1=O)SC(C)C2 (stereo unspecified)	.	.	.	-0.2%	2%	.	.	-3%	15%	-7%	.
Clc1ccc(Cn2c(CN3CCCC3)nc3ccccc32)cc1	i	i	-4%[20.6 µM]	-1.0%[20.6 µM]	-5%[20.5 µM]	i	?	3%[25.5 µM]	?	-2%[26 µM]	12%[25.7 µM]
CCC(c1nnnn1Cc1ccco1)N(CCN1CCOCC1)Cc1cc2cc(C)ccc2[nH]c1=O (stereo unspecified)	i	?	-1%	.	0%	?	i	3%	?	-4%	-7%
COc1ccc(OC)c(NC(=O)C2CCN(c3ncccn3)CC2)c1	i	i	0%	-0.1%[57.5 µM]	-3%	i	i	4%	15%	-1%	-10%
COc1ccc(C(O)C(CN2CCOCC2)c2ccccc2)cc1F (stereo unspecified)	i	i	0%	0.4%[57.5 µM]	3%	i	i	0%	-2%	-3%	4%
CC(C)NC(=O)N1CC[C@@]2(CCCN(C(=O)c3cccn3C)C2)C1	i	i	2%[9.22 µM]	1.6%	-11%	i	i	1%[11.4 µM]	0%	-6%	1%
Cc1ccc(S(=O)(=O)N2CCC(C(=O)N[C@@H](C)C(=O)NCc3ccccc3)CC2)cc1	?	i	-5%	0.4%	14%	i	?	-2%	?	-2%	-7%
CCCCn1ccnc1C(=O)c1ccc(S(=O)(=O)N(CCOC)CCOC)cc1	i	i	1%	-1.5%	-3%	i	?	1%	?	-2%	1%
O=C(Nc1ccc(N2CCN(c3ccc(O)cc3)CC2)cc1)Oc1ccccc1	i	i	3%	3.1%	0%	i	?	-1%	-7%	-10%	-24%
COC(=O)[C@](C)(N)Cc1ccc(O)cc1	i	i	-2%	1.7%	-5%	i	?	3%	0%	-6%	12%

(next part)
SMILES	Texas Red fluor	4MU fluor	Epigenetic mod	HBB splice mod	UbGFP stabilizer	A350 fluor	Fluorescein autfl	FLuc inh	CRE-bla Fsk	Hsp90 Hop PPI	ERK AVP inh
Cc1noc(C)c1S(=O)(=O)N(CC(=O)NCc1ccc(Cl)cc1)c1ccc2c(c1)OCO2	.	.	-3%	-0.6%	8%	.	.	-1%	-5%	-3%	-7%
COc1ccccc1CN1CCC2(CC1)CCN(C(=O)c1cccn1C)CC2	i	i	-6%[9.22 µM]	0.6%	1%	i	i	1%[11.4 µM]	-5%	-5%	-5%
O=C(C(c1ccccc1)c1ccccc1)N(Cc1ccco1)C1CCS(=O)(=O)C1 (stereo unspecified)	i	i	-4%	-1.7%[57.5 µM]	-5%	i	i	4%	-19%	-1%	11%
N=c1oc2ccc3ccccc3c2cc1-c1nnc2n1CCCCC2	i	8.5e-06M*	2%	-0.2%[57.5 µM]	-2%	8.1e-06M*	i	3%	?	-1%	15%
CCCn1c(NC(=O)c2ccc(C)cc2)nc2ccccc21	?	5.1e-08M*	-1%	-0.2%	0%	6.2e-08M*	i	-1%	?	-6%	1%
CCNC(=O)c1cc2c(=O)n3cccc(C)c3nc2n1C	i	2.4e-07M*	-3%	4.0%	-13%	2.2e-07M*	?	5%	?	3%	11%
CN(C)c1ccc(-c2ccc3ncnc(N(C)Cc4ccco4)c3c2)cc1	i	i	-5%[9.22 µM]	-0.4%	-4%	i	i	0%[2.29 µM]	0.63µM*	6%	-28%

Screening data from PubChem BioAssay.
